Source: PubChem
LYPLA2 inh: LYPLA2 inhibitors, primary screen, counter-screen for PME1 inhibitor project, biochemical, fluorescence polarization, FP-Rh probe ABPP. AID 2177, 2009. inhibition, % at 5.9 µM. recombinant LYPLA2. 320,000 tested, 0.38% active;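 active means inhibition above the screen-wide mean plus 3 SD, limit set per campaign, cut at about 26% in these data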;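 further: 0% = LYPLA2 with DMSO and 100% = wells lacking LYPLA2 enzyme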
Target sequence (O95372 whole entry, looked up): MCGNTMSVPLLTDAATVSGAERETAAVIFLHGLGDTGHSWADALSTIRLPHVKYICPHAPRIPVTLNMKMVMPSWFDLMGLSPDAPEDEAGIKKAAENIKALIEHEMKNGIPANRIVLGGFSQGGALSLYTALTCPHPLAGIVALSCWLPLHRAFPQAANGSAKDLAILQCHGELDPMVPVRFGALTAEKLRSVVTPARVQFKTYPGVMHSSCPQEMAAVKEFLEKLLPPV
TPT1 inhibitor: Candida albicans TPT1 enzyme inhibitors, primary screen, biochemical, fluorescence polarization. 300,000 tested, 0.81% active. inhibition, % at 5 µM. recombinant caTPT1, FP RNA substrate dephosphorylation. AID 1962, 2009. tRNA 2'-phosphotransferase TPT1 (Candida albicans SC5314);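 active means inhibition above the mean of all tested compounds plus 3 SD, set per screening campaign, cut at about 24% in these data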;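 further: plate controls were DMSO alone for no effect and ferristatin control at 100 nM for full effect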
JMJD2C inh: inhibitors of GASC-1 histone demethylase, primary screen, biochemical, fluorescence, DELFIA europium; GST-JMJD2C(1-420) H3K9me3 demethylation; inhibition, % at 2.35 µM; 330,000 tested, 0.069% active; AID 2099, 2009;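 active means more than half of a compound's replicate wells show inhibition beyond 50%, single wells judged on their own value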;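 further: signal counts dimethyl H3K9 product captured on neutravidin plate; 0% = median of DMSO wells and 100% = 0.3 times that DMSO median; strong numbers were not always called active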
Target sequence (Q9H3R0 1-420 limits assumed): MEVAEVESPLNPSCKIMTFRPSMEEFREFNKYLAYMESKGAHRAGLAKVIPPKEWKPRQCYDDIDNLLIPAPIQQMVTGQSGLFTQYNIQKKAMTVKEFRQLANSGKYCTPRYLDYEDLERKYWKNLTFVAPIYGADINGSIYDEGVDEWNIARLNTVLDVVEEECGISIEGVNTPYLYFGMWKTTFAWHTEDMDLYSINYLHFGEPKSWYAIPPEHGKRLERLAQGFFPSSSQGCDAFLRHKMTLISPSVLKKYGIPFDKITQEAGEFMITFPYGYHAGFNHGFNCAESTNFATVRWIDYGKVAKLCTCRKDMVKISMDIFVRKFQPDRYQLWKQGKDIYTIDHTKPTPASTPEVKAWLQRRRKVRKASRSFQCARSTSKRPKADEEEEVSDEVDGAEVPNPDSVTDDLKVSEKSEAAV
PREPL inh: PREPL enzyme inhibitors, primary screen, biochemical, fluorescence polarization. Prolyl endopeptidase-like (Homo sapiens), Q4J6C6. recombinant PREPL, fluorescence polarization activity-based probe. inhibition, % at 5.96 µM. 320,000 tested, 0.68% active. AID 2751, 2010; in the data active means inhibition above about 43%;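 further: 0% = enzyme with DMSO and 100% = wells lacking enzyme; many of its hits are not listed in these tables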
PP1 inh: PP1-alpha phosphatase inhibitors, primary screen, counter-screen for PP5 inhibitor project, biochemical, fluorescence, OMFP substrate, single point; AID 2235, 2010; purified PP1alpha; inhibition, % at 6.7 µM; 320,000 tested, 0.9% active; Serine/threonine-protein phosphatase PP1-alpha catalytic subunit (Homo sapiens), P62136;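 active means inhibition above the mean inhibition of all tested compounds plus 3 SD, computed separately for each screening campaign, cut at about 15% in these data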
Target sequence (P62136 whole entry, looked up): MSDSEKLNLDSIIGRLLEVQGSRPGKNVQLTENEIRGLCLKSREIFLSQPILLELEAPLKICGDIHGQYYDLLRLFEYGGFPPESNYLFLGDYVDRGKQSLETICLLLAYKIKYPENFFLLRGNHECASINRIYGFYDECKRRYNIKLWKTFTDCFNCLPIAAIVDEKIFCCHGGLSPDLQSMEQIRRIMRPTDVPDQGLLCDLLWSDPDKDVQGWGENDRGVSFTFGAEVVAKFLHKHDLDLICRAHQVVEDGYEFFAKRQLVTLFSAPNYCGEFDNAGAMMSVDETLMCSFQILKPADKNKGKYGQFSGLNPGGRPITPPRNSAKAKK
Efflux pump inh: inhibitors of Candida efflux pumps in yeast, primary screen, S. cerevisiae, Nile Red, multiplex; S. cerevisiae Candida pump triplex; inhibition, % at 10 µM; 330,000 tested, 0.44% active; AID 485275, 2010;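 active means plate passing quality check with inhibition over a set limit, or well fluorescence over plate mean plus 4 SD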;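 further: Nile Red retained in pooled yeast measured as flow cytometry median fluorescence; 0% = buffer negative control and 100% = Enniatin B positive control; higher means more Nile Red kept so more efflux inhibition; some compounds called inactive have numbers as strong as hits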
PP5 primary: PP5 phosphatase inhibitors, primary screen, biochemical, fluorescence; Serine/threonine-protein phosphatase 5 (Homo sapiens), P53041; purified PP5c, OMFP substrate fluorescence; inhibition, % at 6.7 µM; 320,000 tested, 0.18% active; AID 1987, 2009;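 active means inhibition above the campaign's mean inhibition across all tested compounds plus 3 SD, cut at about 9.5% in these data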;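 further: 0% = DMSO only and 100% = 100 µM cantharidin control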
Fh CTSL1 inh: Fasciola hepatica cathepsin L1 inhibitors, primary screen, counter-screen for PFM18AAP inhibitor project, biochemical, QFRET, fluorogenic peptide substrate | recombinant F. hepatica cathepsin L1, Z-Leu-Arg-MCA fluorescence | 300,000 tested, 0.49% active | inhibition, % at 5.96 µM;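 active means inhibition above the mean of all tested compounds plus 3 SD, set per screening campaign, cut at about 17% in these data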;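 further: 0% = plate median of test compound wells and 100% = 1 µM Z-Phe-Ala-diazomethylketone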
HCV core dimer: inhibitors of HCV core protein dimerization, primary screen, biochemical, TR-FRET, high-throughput | TR-FRET GST/Flag-core106 dimerization, 1536-well | 300,000 tested, 0.33% active | inhibition, % at 5 µM;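 active means inhibition above the mean of all tested compounds plus 3 SD, set per screening campaign, cut at about 45% in these data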
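test system = GST/Flag-tagged HCV core106 proteins | probe or stimulus = Eu donor and XL665 acceptor anti-tag antibodies | times = compound-protein-antibody incubation 4 h at 22.5 °C | signal = TR-FRET, excitation 340 nm, emission 617 and 671 nm | measure = percent inhibition of core106 dimerization signal | controls = wells lacking GST-core106 and wells with excess unlabelled core106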
Numbers without * were called inactive; . = not tested or not shown. These rows are one share of the data, so the mix of outcomes need not match the whole.

Structure,LYPLA2 inh,TPT1 inhibitor,JMJD2C inh,PREPL inh,PP1 inh,Efflux pump inh,PP5 primary,Fh CTSL1 inh,HCV core dimer
COc1ccc(-n2cnnc2SCC(=O)NC2CCS(=O)(=O)C2)cc1 (stereo not given),8,2,-6,3,-2,-0.2,2.1,-4,0
Cc1ccc2[nH]c(=O)c(CN(CC3CCCO3)C(=S)NCc3ccco3)cc2c1 (stereo not given),-4,1,3,-1,1,-0.3,0.8,5,2
COc1cc(SC)ccc1C(=O)N1CCCc2ccccc21,0,-32,9,-14,2,0.1,0.4,3,5
O=C(NC(=O)c1cccc(OC(F)(F)C(F)F)c1)OC1CCS(=O)(=O)C1 (stereo not given),2,1,-1,-1,-2,0.1,0.5,-3,-1
Cc1ccc(Nc2nc(-c3ccccc3)c(CC(=O)O)s2)cc1,-4,57*,3,58*,-1,0.0,3.7,2,3
CC(Nc1nc(N2CCCC2)nc2ccccc12)c1ccccc1 (stereo not given),6,0,-11,28,-3,-0.1,-1.4,0,-4
Cc1nnc(SCC(=O)Nc2sccc2C(N)=O)s1,-3,.,-24,-1,1,0.1,2.3,.,.
Cn1nc(C(F)(F)F)c2cc(C(=O)N3CCOCC3)sc21,1,2,18,-2,-6,0.2,0.2,0,-2
O=C(c1cnccn1)N1CCN(c2ccccc2F)CC1,2,-1,-5,7,-4,0.2,2.5,-1,-6
CC(C)(C)c1ccc(OCCn2nc(C(=O)O)c3ccccc3c2=O)cc1,-11,-4,-34,-3,7,0.3,3.6,3,10
COc1ccc2oc(C(=O)NCC(c3ccco3)N(C)C)c(C)c2c1 (stereo not given),8,1,15,9,-3,0.0,-0.1,11,7
CCN(CC)C(=O)CSc1ncnc2c(-c3cccs3)nsc12,-9,9,27,4,25*,0.1,2.6,7,47*
COC(=O)c1[nH]c2ccccc2c1NC(=O)CN1CCC(C(N)=O)(N2CCCCC2)CC1,10,4,-10,20,-3,0.1,-0.7,-1,-7
CCn1c(=O)c(C(=O)NNC(=O)Cc2ccccc2)c(O)c2ccccc21,4,-1,-2,2,-1,0.2,-1.2,3,4
O=C(Nc1cccc(S(=O)(=O)N2CCCC2)c1)c1ccncc1,-2,-2,0,1,-1,-0.1,1.6,-2,8
CCCN1CCC(NC(=O)Nc2ccc(F)cc2F)CC1,5,0,9,4,2,0.0,1.2,1,-2
COc1ccc(Cc2nnc(N/N=C/c3ccc(O)cc3O)[nH]c2=O)cc1OC,-5,2,11,20,2,0.2,3.3,1,-15
COc1cc(N=Nc2c(O)c3ccccc3[nH]c2=O)c(OC)cc1N=Nc1ccccc1,3,-5,-13,-1,0,-3.0,2.6,-3,-2
c1coc(CN(Cc2cccs2)Cc2nnnn2C2CCCCC2)c1,5,1,-62,0,2,0.0,-1.2,2,14
O=C(OC1CCCCC1=O)c1cc(S(=O)(=O)N2CCOCC2)ccc1F (stereo not given),-4,-1,1,-2,-2,0.0,-1.2,-3,3
Cc1ccc(C(C(=O)NCCc2ccccc2)N(C(=O)c2csnn2)C2CC2)cc1 (stereo not given),-5,2,-4,-5,-2,0.2,5.1,-1,-3
Cc1cc(C)nc(NS(=O)(=O)c2ccc(NC(=O)Cc3ccc(F)cc3)cc2)n1,8,-6,-13,10,-3,-0.1,-0.9,4,0
O=C(NCCc1ccccc1)C(=O)NCc1ccncc1,0,-1,-8,7,-2,-0.1,-1.3,7,-1
C/C(=C\c1ccc(N)cc1)c1nc2ccccc2[nH]1,-4,-1,4,5,-4,-0.1,-3.5,7,-4
C/[N+]([O-])=C\c1ccc([N+](=O)[O-])o1,6,-6,1,4,-2,0.6,2.7,4,-1
COc1ccc(CCC(=O)NCc2ccc3c(c2)OCO3)cc1,1,-1,0,-1,-4,0.0,-1.9,-4,4
Nc1ccc(-c2cc3ccccc3oc2=O)cc1,12,-2,4,-1,-1,0.0,-0.5,2,1
COc1ccccc1C(=O)N/C(=C/c1ccc2c(c1)OCO2)C(=O)Nc1cccc(C(=O)O)c1,-1,-4,27,13,-3,-0.6,-3.8,12,-12
COCCCNC(=O)CSc1nc2c(sc3ccccc32)c(=O)n1CCCC(=O)NCC1CCCO1 (stereo not given),2,2,5,0,0,0.0,-2.4,-2,-1
CCOC(=O)c1oc2cc(O)cc(O)c2c(=O)c1OCc1ccccc1,-3,1,35,1,3,0.3,3.0,1,-2
c1ccc(-c2nnc(CN3CCCc4ccccc43)o2)cc1,0,20,5,31,7,0.0,0.7,0,20
COc1ccccc1NS(=O)(=O)c1cc(NC(=O)c2ccncc2)ccc1N1CCCC1,-6,0,-4,5,4,0.2,1.3,0,10
CCOc1ccc(-c2noc(CCC(=O)NC3CCCCC3)n2)cc1OC,-3,-4,20,1,-1,0.0,0.6,-4,10
CCCCc1ccc(NC(=O)C(C)CC)cc1 (stereo not given),-1,0,15,-2,-1,-0.1,-2.5,6,0
CCC(C)(C)NC(=O)C(c1ccc(F)cc1)N(Cc1cccc(OC)c1)C(=O)c1cnccn1 (stereo not given),3,-5,7,8,-1,0.0,0.8,0,4
COc1ccc(CC(=O)NCc2n[nH]c(=S)n2-c2ccccc2)cc1,4,-4,-6,-4,4,0.0,1.6,3,-4
N#CCC(=O)Nc1ccc(C(=O)Nc2ccc3c(c2)OCO3)cc1,-19,.,9,12,4,-0.1,0.8,.,.
CCN(c1ccccc1)c1nc2nonc2nc1NCCO,1,2,-13,4,-4,0.0,0.9,1,-1
Cc1onc(-c2ccccc2)c1C(=O)Nc1ccon1,-1,-2,-2,6,2,0.1,-0.2,-2,2
Cc1ccccc1C(=O)Nc1ccccc1NC(=O)c1ccccc1Br,3,4,0,-11,-1,-0.1,-3.0,4,1
CC1CC(C)(C)NC(=S)N1CCCC(=O)Nc1ccc(F)cc1 (stereo not given),4,-2,-34,6,-5,-0.1,-0.1,0,-1
Cc1cc(C)nc(N(C#N)Cc2ccccc2)n1,4,-4,-4,-6,-3,-0.1,0.9,-1,-6
COCCOC(=O)C1=C(C)N=C2SCCC(=O)N2C1/C=C/c1ccccc1 (stereo not given),4,-3,-18,-3,4,0.1,1.5,-3,10
O=C1CSC(c2ccccn2)N1c1ccc(C(F)(F)F)cc1 (stereo not given),4,-1,1,5,-3,0.0,0.1,1,2
CC(C)CN(C(=O)COC(=O)c1ccc(-c2ccccc2)cc1)C1CCS(=O)(=O)C1 (stereo not given),0,3,-38,48*,-5,-0.1,-1.4,-5,1
O=C(CSc1nnc(Nc2ccccc2F)s1)NC1CCCC1,-3,.,-1,8,2,0.2,1.9,.,.
Cc1ccc(S(=O)(=O)N(c2cccc(C(F)(F)F)c2)C2C=CS(=O)(=O)C2)cc1 (stereo not given),-1,-1,-5,1,-3,-0.1,-0.5,3,-3
COc1ccc(/C(N)=N/OC(=O)Cc2ccccc2)cc1,9,-1,0,4,-8,0.0,-5.4,-6,1

The final 2 compounds of the part before are carried over, then new ones follow:
Structure,LYPLA2 inh,TPT1 inhibitor,JMJD2C inh,PREPL inh,PP1 inh,Efflux pump inh,PP5 primary,Fh CTSL1 inh,HCV core dimer
Cc1ccc(S(=O)(=O)N(c2cccc(C(F)(F)F)c2)C2C=CS(=O)(=O)C2)cc1 (stereo not given),-1,-1,-5,1,-3,-0.1,-0.5,3,-3
COc1ccc(/C(N)=N/OC(=O)Cc2ccccc2)cc1,9,-1,0,4,-8,0.0,-5.4,-6,1
CC(=O)Nc1ccccc1OC(C)C(=O)N1CCC(C)CC1 (stereo not given),2,4,3,14,-1,0.2,-1.0,-3,1
Cc1nnc(NC(=O)CSc2nnc(Cc3ccccc3)n2Cc2ccccc2)s1,-4,0,-8,0,-6,0.1,1.1,-1,9
CCOc1cc(S(=O)(=O)NCCCN2CCOCC2)ccc1F,2,0,9,4,-7,0.1,-2.4,2,2
Fc1ccc(OCCOCCN2CCCC2)cc1,3,1,-7,10,3,-0.1,-2.5,-3,1
CCCCSc1nc2c(cnn2-c2ccc(Cl)cc2)c(=O)[nH]1,2,-3,18,1,1,0.0,3.2,0,13
CC(=O)Nc1ccc(S(=O)(=O)Oc2ccc(/C=N/N=C3/NC(=O)C(CC(=O)O)S3)cc2)cc1 (stereo not given),5,1,-1,2,-1,0.5,2.3,3,1
Cc1cc(-n2nc(C)cc2C)nc(NS(=O)(=O)c2ccccc2Cl)n1,0,6,0,6,3,0.0,1.3,-1,-1
Cc1ncc(CN2CCN(C(C)C)C(CCO)C2)s1 (stereo not given),1,1,18,-9,-4,-0.1,3.5,-1,1
CSc1nc(C)cc(SCC(=O)N/N=C/c2ccccc2)n1,18,-1,3,11,8,-0.4,1.7,-1,-3
CCOc1ccc(OCCNC(=O)C(NC(=O)c2c(F)cccc2F)C(C)C)cc1 (stereo not given),5,.,3,10,-4,-0.1,0.8,.,.
CCCC[C@@H]1CCCO[C@@](C(=O)NCc2ccccn2)(C(F)(F)F)C1,-5,2,-1,-9,5,0.1,1.1,1,9
CN1CCC(=O)N([C@H](CSc2ccc(Br)cc2)Cc2ccccc2)CC1,-2,-4,1,32,-2,-0.2,2.6,0,7
NC(=O)CC(NC(=O)Cc1ccc(Br)cc1)c1ccc(NCc2cc(F)ccc2F)c([N+](=O)[O-])c1 (stereo not given),-11,22,1,-4,5,0.2,5.5,0,-2
COc1ccc(-c2cc(C)no2)cc1S(=O)(=O)Nc1cccc(C)c1,-2,-1,3,0,-3,-0.1,2.1,-2,-3
Cc1cc(=O)[nH]c(N/N=C/c2cccc(Br)c2)n1,-4,1,-6,-15,-2,-0.1,-0.8,0,-2
COc1ccc(CNC(=O)c2c(N)n(CCCN3CCOCC3)c3nc4ccccc4nc23)cc1,9,2,-8,69*,-1,0.2,6.5,0,0
Cn1ncc2c(NNC(=O)C3CCCCC3)ncnc21,7,0,5,5,1,0.1,-0.9,1,0
CCOC(=O)c1cc(S(=O)(=O)N2CC(C)CC(C)C2)cn1C (stereo not given),4,1,-15,2,0,0.0,-0.7,-2,0
O=C(c1ccc(F)cc1)C1CCN(C(=O)N2CCOCC2)CC1,1,-3,-2,7,-3,0.0,-0.1,-4,-5
CCc1c(C)c(C#N)c2nc3ccccc3n2c1NC,1,-5,-9,14,1,-0.1,0.8,5,0
COc1ccc(-n2c(=S)[nH]c3c(sc(=S)n3-c3ccccc3)c2=O)c(OC)c1,4,2,8,-7,-2,0.0,-1.8,0,0
COc1cccc(NC(=O)c2cc(-c3ccco3)nc3ccccc23)c1,-14,1,12,6,18*,0.1,0.3,7,11
